Screens as filed in PubChem.
NPC1 prom act – qHTS Assay for NPC1 Promoter Activators; Huh7 NPC1 promoter luciferase reporter, 24 h; Potency, µM (top dose mostly 9.22 µM), without a hit: at the top dose activation, usual class: activators; 320,000 compounds, 2.4% hits; AID 485313, 2010;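 also: % of control where 0% means no effect; nearly all actives have a fitted effect of over 60% in size; reporter is driven by a mutant NPC1 promoter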
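Cells: Huh7 expressing luciferase under the NPC1 promoter, 1500/well. Seeded 2 h, compound added, incubated 24 h at 37 °C. Luciferase reagent, 10 min ambient, then luminescence.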
ELG1 genotoxic – qHTS screen for small molecules that induce genotoxicity in human embryonic kidney (HEK293T) cells expressing luciferase-tagged ELG1; HEK293T ELG1-luciferase reporter, luminescence, 16 h; 330,000 compounds, 1.3% hits; AID 504466, 2011; Potency, µM (titrated, usually from 46 µM), for inactives: top-dose activity change, positive = activation, most hits filed as activators; also: % of control where 0% means no effect; nearly all actives have a fitted effect of over 60% in size
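Luminescence read-out: rising ELG1-luciferase signal, reflecting elevated ELG1 protein under genetic stress, flags genotoxic compounds. Cells were treated for 16 hr at 37 °C before ONE-Glo detection.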
p53 reactivation – qHTS assay for re-activators of p53 using a Luc reporter. Potency, µM (titrated, usually from 92.2 µM), inactives show at the highest dose activity change, positive = activation, most hits filed as activators. 320,000 compounds, 0.063% hits. H1299 p53-A138V BP100-luciferase reporter, luminescence, 24 h; also: % of control where 0% means no effect; nearly all actives have a fitted effect of over 45% in size
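p53-null H1299 cells stably carrying temperature-sensitive p53-A138V and a BP100-luciferase reporter were pinned with compounds (4-point, 1:5 series) and held 24 hrs at 37 deg C. Luminescence was read 10 min after detection reagent.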
FLuc counter – qHTS profiling assay for firefly luciferase inhibitor/activator using purifed enzyme and Km concentrations of substrates (counterscreen for miR-21 project); Luciferin 4-monooxygenase (Photinus pyralis), P08659; purified FLuc, Km substrates, luminescence inhibition; Potency, µM (top dose mostly 57.5 µM), for inactives: top-dose activity change, negative = inhibition, actives largely listed as inhibitors; 360,000 compounds, 6.9% hits; AID 588342, 2011;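 also: plate controls were vehicle for no effect and reference inhibitor for full effect; nearly all actives have a fitted effect of over 55% in size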
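Purified P. pyralis luciferase, 10 nM final, with Km-level 10 uM D-luciferin and 10 uM ATP in 50 mM Tris acetate pH 7.5, 10 mM Mg acetate, 0.01% Tween-20, 0.05% BSA; 6-point qHTS titration about 60 µM downward; luminescence read.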
MBNL1-CUG inh – qHTS Assay for Inhibitors of MBNL1-poly(CUG) RNA binding; TR-FRET MBNL1-His/biotin-(CUG)12 binding, 665/545 ratio; Potency, µM (highest dose often 57.5 µM), for inactives: at the top dose activity change, negative = inhibition, actives largely listed as inhibitors; 280,000 compounds, 0.036% hits; Muscleblind-like protein 1 (Homo sapiens), Q9NR56; active = well fitted inhibition curve with a large enough effect in the signal ratio, with a control signal flat, not every such curve was filed as active; inconclusive = small, poorly fitted or top-dose-only effect, or effect the other way, or a change in a side signal; inactive = no such curve, though single readings can be large or run the other way; the % refers to the signal ratio; also: % is scaled to controls: 0 for no effect and ±100 for the full control effect
Target sequence (Q9NR56 whole entry, looked up): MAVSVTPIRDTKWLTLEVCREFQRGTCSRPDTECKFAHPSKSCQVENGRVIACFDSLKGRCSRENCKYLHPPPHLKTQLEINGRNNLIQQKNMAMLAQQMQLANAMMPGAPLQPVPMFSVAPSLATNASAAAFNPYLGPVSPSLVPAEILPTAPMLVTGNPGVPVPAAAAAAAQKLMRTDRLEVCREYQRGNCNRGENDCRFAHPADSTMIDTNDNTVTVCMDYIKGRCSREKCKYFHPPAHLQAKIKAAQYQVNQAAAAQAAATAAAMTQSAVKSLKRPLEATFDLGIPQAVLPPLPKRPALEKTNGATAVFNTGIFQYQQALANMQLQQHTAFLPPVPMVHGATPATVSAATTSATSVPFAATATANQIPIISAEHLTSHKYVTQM
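His-tagged MBNL1 binding to biotinylated (CUG)12 RNA was measured by TR-FRET using terbium anti-His antibody (0.055 ng/ul final) and streptavidin-XL665 (5 nM final). Compounds were titrated 92 nM to 58 uM; 60 min at room temperature.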
Gal4-VP16 FLuc – VP16 counterscreen qHTS for inhibitors of ROR gamma transcriptional activity. Drosophila S2 Gal4-VP16 UAS-luciferase, luminescence, 20 h. Potency, µM (doses to about 53.6 µM), inactives show at the highest dose activity, negative = inhibition, usual class: inhibitors. 310,000 compounds, 3.5% hits;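 also: Gal4-VP16 expression switched on by copper sulfate through the metallothionein promoter; % is scaled to controls: 0 for no effect and ±100 for the full control effect; nearly all actives have a fitted effect of over 50% in size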
RORg inh – qHTS for inhibitors of ROR gamma transcriptional activity | Potency, µM (titrated, usually from 53.6 µM), for the others: top-dose activity change, negative = inhibition, hits mostly inhibitors | Drosophila S2 Gal4-RORgamma UAS-luciferase reporter, 20 h | Nuclear receptor ROR-gamma (Mus musculus), P51450 | 310,000 compounds, 5.4% hits | AID 2551, 2010; also: % is scaled to controls: 0 for no effect and ±100 for the full control effect; nearly all actives have a fitted effect of over 60% in size
Target sequence (P51450 whole entry, looked up, the tested form may be a part): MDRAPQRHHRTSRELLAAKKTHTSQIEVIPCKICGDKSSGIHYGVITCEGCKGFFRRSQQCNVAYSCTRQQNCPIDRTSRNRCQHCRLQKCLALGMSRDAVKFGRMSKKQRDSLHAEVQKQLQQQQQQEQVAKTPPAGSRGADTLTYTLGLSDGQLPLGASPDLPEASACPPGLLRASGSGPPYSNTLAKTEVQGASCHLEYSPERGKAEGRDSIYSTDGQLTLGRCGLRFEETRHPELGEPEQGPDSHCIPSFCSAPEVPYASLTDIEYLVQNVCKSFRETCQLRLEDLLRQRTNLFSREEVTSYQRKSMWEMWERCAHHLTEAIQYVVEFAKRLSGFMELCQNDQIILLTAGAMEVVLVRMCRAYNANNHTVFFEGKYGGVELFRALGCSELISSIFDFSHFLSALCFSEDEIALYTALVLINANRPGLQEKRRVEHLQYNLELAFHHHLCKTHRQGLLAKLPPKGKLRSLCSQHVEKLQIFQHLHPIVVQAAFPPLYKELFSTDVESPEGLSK
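Compounds are pin-transferred onto Drosophila Schneider cells expressing a copper-inducible Gal4–ROR gamma transactivation domain fusion. After 1 hr, copper sulfate is added to 700 uM final; luciferase is read 20 hr later.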
uPA generation – qHTS for Inhibitors of Cell Surface uPA Generation; 330,000 compounds, 0.31% hits; cell surface uPA generation assay, qHTS; Potency, µM (series often up to 38.3 µM), for the others: at the highest dose activity change, negative = inhibition, actives largely listed as inhibitors; AID 540303, 2011; active = well fitted inhibition curve with a large enough effect; inconclusive = small, poorly fitted or top-dose-only effect; inactive = no such curve, though single readings can be large or run the other way; tested in mouse RAW 264.7 cells; also: % is scaled to controls: 0 for no effect and ±100 for the full control effect; nearly all actives have a fitted effect of over 55% in size
BRCA1 expr act – qHTS Assay to Identify Small Molecule Activators of BRCA1 Expression; MCF7-BRCA1-FFLuc reporter, luminescence, 48 h; response scale: scaled: vehicle 0%, 10 µM genistein 100%; Potency, µM (series often up to 46.1 µM), for the others: at the top dose activation, most hits filed as activators; 380,000 compounds, 1.1% hits; also: nearly all actives have a fitted effect of over 80% in size; some results filed as inactive show a strong effect at the top dose
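Using MCF7 cells harboring a BRCA1 firefly luciferase reporter, plated 2 h before compound pinning, the screen measured luminescence after 48 h incubation. Responses were normalized to DMSO and 10 microM genistein, then fitted for concentration-effect.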
Rab9 promoter act – qHTS Assay for Rab9 Promoter Activators | Huh7 Rab9 promoter-luciferase reporter, luminescence, 24 h | Potency, µM (doses to about 9.22 µM), inactives show at the top dose activation, negative = inhibition, most hits filed as activators | 320,000 compounds, 2.8% hits | AID 485297, 2010; also: % of control where 0% means no effect; nearly all actives have a fitted effect of over 60% in size
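Quantitative HTS format; Huh7 Rab9-luciferase reporter cells (1500/well) receive compound 2 h post-plating, incubate 24 h at 37 °C, then get luciferase reagent for 10 min before luminescence reading.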
* marks the source's active call; other numbers are inactive results; ? = inconclusive; nt = no result given; [ ] = another dose, or the depositor's remark. Unless noted, calls follow the shape of the dose curve; as a rule, active = well fitted curve in the direction sought with a large enough effect; inconclusive = small, poorly fitted or top-dose-only effect, or another doubt; inactive = no such curve, though single readings can be large; an effect the other way counts as inactive or inconclusive. Potency is read from the fitted curve at half-maximal effect.

Sequence of screens: RORg inh, FLuc counter, Rab9 promoter act, p53 reactivation, uPA generation, NPC1 prom act, Gal4-VP16 FLuc, BRCA1 expr act, ELG1 genotoxic, MBNL1-CUG inh
NNC(=S)Nc1ccc(S(=O)(=O)N2CCCCC2)cc1
    ?, -2%, -13%, -2%, -1%, -4%, -3%, -10%, 0%, -5%
CN(CCc1cnn(C)c1)Cc1nc(Cc2ccccc2)no1
    18%, 0%, 1%, 1%, 1%, -4%, 4%, -3%, -3%, 4%
COc1ccc(S(=O)(=O)Nc2cccc3c2O[C@H](CN(C)C)[C@@H](C)CN([C@H](C)CO)C3=O)cc1
    nt, nt, nt, 6%, -5%, nt, nt, -9%, 3%, nt
OCC1(CCOc2ccccc2)CCN(CCCn2cccn2)CC1
    -19%, 3%, -5%, -2%, 3%, 0%, 3%, 15%, 2%, 8%
O=C(Oc1cccc2c(O)cccc12)c1ccccc1
    -38%, ?, 2%, 7%, -4%, -2%, ?, -32%, 10%, 8%
O=C(NC1CCCCC1)N1CCc2ccccc2C1
    -4%, -1%, -6%, 0%, 0%, -4%, -10%, 105%, -1%, 7%
CCN(CC(=O)Nc1c(F)cccc1F)C(=O)C1CCN(c2ncnc3sc(C)c(C)c23)CC1
    nt, 5%, -3%, -13%, -4%, -1%, nt, -20%, -12%, nt
Cc1nc(-c2ccc(NC(=O)C3CC3)cc2)cs1
    0%, 11µM*, 2.8µM*, 28%, -12%, 2.5µM*, ?, ?, 21µM*, -1%
COc1ccc(NC(=O)CSc2nc3scc(C)c3c(=O)[nH]2)cc1
    -14%, -1%, 2%, 3%, -5%, 1%, 7%, -25%, ?, 4%
CC(C)c1nnc(NC(=O)CCC(=O)N2CCN(c3ccccc3F)CC2)s1
    11%, 0%, -5%, 5%, -5%, -6%, 4%, 2%, -1%, -3%
CC(=O)N1CCN(C(=O)c2cc(S(=O)(=O)N(C)c3ccc(F)cc3)ccc2Cl)CC1
    nt, -4%, 0%, 0%, 3%, -3%, nt, 4%, -2%, nt
Cc1cc(OCC(=O)Nc2ccc(CN3CCCCC3)cc2)ccc1Cl
    2%, -2%, -3%, 14%, 2%, 0%, -6%, 8%, 0%, -5%
COc1cc(OC)cc(C(=O)N[C@H](C(=O)OCC(=O)Nc2ccc(F)c(F)c2F)C(C)C)c1
    -4%, -7%, 0%, -1%, 5%, 1%, -3%, 2%, -7%, 2%
CC(C)/C=C1\CC/C(=C\c2ccc(N(C)C)cc2)C1=O
    ?, 0.95µM*, ?, ?, 1%, 3.5µM*, ?, 83%, 9.2µM*, 0%
Cc1ccc(C)c(OCc2ccc(C(=O)N3N=C(C(F)F)CC3(O)C(F)F)o2)c1 (stereo unspecified)
    -25%, 2%, -3%, -12%, 6%, -2%, ?, -25%, -3%, -9%
Cc1ccccc1C(=O)Nc1c2c(nc3ccccc13)CCCC2
    10%, -1%, 10%, ?, -2%, -2%, 0%, -2%, 0%, 5%
Cc1ccccc1Cn1ccc(-c2ccc3c(c2)OCO3)n1
    13%, 15µM*, 29%, 27%, 3%, ?, 0%, ?, -1%, -17%
CCN=C(Nc1ccc2c(c1)OCO2)SC1CC(=O)N(c2ccccc2F)C1=O (stereo unspecified)
    12%, 0%, 0%, 3%, 1%, -1%, 0%, -26%, -2%, -3%
O=C(O)C1Cc2ccccc2CN1S(=O)(=O)c1ccc2ccccc2c1 (stereo unspecified)
    -21%, 0%, -5%, -5%, 1%, -2%, 18%, -6%, 0%, 3%
CC(C)n1c(SC2C(=O)CC(C)(C)CC2=O)nc2c1c(=O)n(C)c(=O)n2C
    -6%, 0%, 5%, -1%, 5%, -4%, 0%, 0%, 10%, -1%
O=C(c1cccc(NC2=NC3CS(=O)(=O)CC3S2)c1)N1CCN(c2cccc(Cl)c2)CC1 (stereo unspecified)
    24%, 0%, 3%, 11%, 9%, -1%, -4%, 29%, -5%, 8%
O=C(O)COc1cccc(NC(=O)C2CCCO2)c1 (stereo unspecified)
    -25%, 13%, 0%, -3%, 9%, 1%, -1%, -27%, -2%, 8%
CC(=O)c1ccc(NC2c3ncccc3C(=O)N2Cc2ccc(F)cc2)cc1 (stereo unspecified)
    -16%, 1%, -8%, 4%, -10%, -1%, -1%, 0%, 5%, -12%
COc1ccc(CNC(=O)CC(C)S(=O)(=O)c2ccc3c(c2)NC(=O)CO3)cc1 (stereo unspecified)
    4%, 0%, -4%, 3%, 4%, -2%, 1%, 6%, -7%, -3%
COc1ccc(N(C(=O)c2csnn2)C(C(=O)NC2CCCC2)c2cccs2)cc1 (stereo unspecified)
    5%, 1%, -6%, 11%, 1%, 0%, 7%, -21%, -2%, 0%
O=C(NC(Cc1ccccc1)C(=O)O)/C(=C\c1ccco1)NC(=O)c1ccco1 (stereo unspecified)
    16%, 1%, -5%, 5%, 3%, 1%, 8%, 19%, 8%, ?
CC(C)c1ccc(OCC(=O)NCc2n[nH]c(=O)c3ccccc23)cc1
    nt, -1%, -8%, 0%, -5%, -1%, nt, -24%, 0%, nt
O=C(C1CC(=O)N(c2ccc3c(c2)OCCO3)C1)N1CCN(Cc2ccccc2)CC1 (stereo unspecified)
    nt, 3%, -1%, -4%, 4%, 4%, nt, -2%, 0%, nt
CC(=O)Nc1ccc(NC(=O)c2ccc(N(C)S(=O)(=O)c3ccc(C)cc3)cc2)cc1
    -17%, 1%, -5%, -4%, 4%, -1%, -15%, -16%, 20%, 2%
Cc1ccc(C)c(N(CC(=O)NC2CCCCC2)C(=O)c2csnn2)c1
    0%, 3%, ?, 0%, -1%, 0%, -6%, 0%, 26%, -3%

Nothing new here: 2 of the compounds above.
Sequence of screens: RORg inh, FLuc counter, Rab9 promoter act, p53 reactivation, uPA generation, NPC1 prom act, Gal4-VP16 FLuc, BRCA1 expr act, ELG1 genotoxic, MBNL1-CUG inh
NNC(=S)Nc1ccc(S(=O)(=O)N2CCCCC2)cc1
    ?, -2%, -13%, -2%, -1%, -4%, -3%, -10%, 0%, -5%
CN(CCc1cnn(C)c1)Cc1nc(Cc2ccccc2)no1
    18%, 0%, 1%, 1%, 1%, -4%, 4%, -3%, -3%, 4%

Further results
Sequence of screens: RORg inh, FLuc counter, Rab9 promoter act, p53 reactivation, uPA generation, NPC1 prom act, Gal4-VP16 FLuc, BRCA1 expr act, ELG1 genotoxic, MBNL1-CUG inh
O=C(Cc1ccccc1)N[C@@H](Cc1ccccc1)C(=O)O
    -8%, -4%, 1%, 0%, 11%, -3%, -7%, 15%, 4%, 19%
COc1cc(NS(=O)(=O)c2ccc(OC)c(OC)c2)cc(OC)c1
    13%, 6%, 1%, -1%, -13%, 1%, -8%, -7%, -2%, 4%
O=C(NC1CCS(=O)(=O)C1)c1cnccn1 (stereo unspecified)
    -3%, -1%, -3%, 2%, 4%, 0%, 2%, 11%, 2%, 10%
N#CCSc1n[nH]c2nc3c(c(=O)n12)C1(CCCCC1)Cc1ccccc1-3
    34%, -2%, -7%, -1%, -2%, 4%, 8%, -32%, -1%, 3%
O=C(CSc1cccc(C(F)(F)F)c1)Nc1cc(S(=O)(=O)N2CCCC2)ccc1Cl
    ?, -4%, -4%, -4%, -1%, -1%, -7%, -10%, -7%, 6%
CCC1(CC)Cc2ccccc2C(=O)N1
    3%, -3%, -3%, -6%, -1%, 2%, -3%, 1%, 2%, 7%
CCCC1CCC(c2ccc(/C(N)=N/O)cc2)CC1 (stereo unspecified)
    3%, ?, 1%, -6%, -10%, 1%, -10%, 25%, 2%, 9%
COc1cccc(CNC(=O)CC(NC(C)=O)c2ccccc2)c1 (stereo unspecified)
    15%, -1%, -10%, 3%, -12%, 1%, -10%[10 µM], 3%, -2%, 1%
O=C1CC(c2ccccc2)n2nc(NC(=O)c3cccs3)nc2N1 (stereo unspecified)
    -4%, 0%, 4%, -2%, 1%, 2%, 6%, 8%, -9%, -10%
Cc1noc(/C=C/c2ccccn2)c1[N+](=O)[O-]
    nt, ?, -16%, nt, -15%, -29%, nt, -29%, -32%[inhibitor], ?
COc1ccc2c(-c3ccc(OCCN4CCOCC4)cc3)c(-c3ccccc3OC)sc2c1
    nt, nt, nt, 1%, -22%, nt, nt, -26%, -3%, nt
COc1ccc(S(=O)(=O)NC2CCCCC2)cc1C
    16%, 1%, -1%, 5%, -3%, 1%, 11%, 7%, 9%, 0%
O=Nc1c(-c2cccc([N+](=O)[O-])c2)nc2ncccn12
    ?, -8%, 1%, -13%, nt, 0%, ?, nt, 4%, ?
CCC1CCCCN1C(=O)CSc1nnc(-c2ccco2)o1 (stereo unspecified)
    -7%, 15µM*, 3.2µM*, ?, -4%, ?, 2%, 3.2µM*, ?, 11%
